Screens: PubChem, several laboratories
Vif imaging – blocks HIV Vif function. HEK293T cells, Vif self-association by quenched fluorescence, imaging, 24 h. inhibition, % at 7.49 µM. actives 0.35% (n = 340,000). AID 602346; in the data active = inhibition above about 50%, passing the limit was not always enough; inconclusive = no clear call, values can overlap the other calls; inactive = below about 31%; note: some results filed as inactive read as strong as hits
H9c2 protect – myocardial damage modulation in H9c2 cells. H9c2 cardiomyocytes, H2O2 injury protection, ATPLite, 2 h. protection from H2O2 cell death, % at 20 µM. actives 0.63% (n = 360,000);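 active = compounds giving at least 50% protection of heart cells from peroxide-induced death in the single-dose screen, raw or plate-pattern-corrected value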;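 note: 0% = DMSO wells with peroxide and 100% = DMSO wells without peroxide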
CaV13 FRET inh – Primary screen for inhibitors of IQ motif and Ca2+-dependent inactivation inhibitor domain binding in CACNA1D, Förster resonance energy transfer in living cells, …. inhibition, % at 12.3 µM. HEK cells, CFP/YFP FRET ICDI-IQ, plate reader, 10 min; percent FRET-ratio fall versus neutral wells. actives 0.098% (n = 340,000). AID 743397;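 active = mean replicate inhibition of at least 30% and at least 1% of replicates passing that level; inconclusive = only one of the two criteria is met; inactive = neither criterion is met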;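 note: 0% = median of the neutral control wells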
HTR2A ag – activates the mouse 5-HT2A serotonin receptor. activation, % at 7.6 µM. P35363. CHO-K1 mHTR2A beta-arrestin complementation, luminescence; percent of 30 µM serotonin response. actives 0.66% (n = 360,000). AID 624169;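 active = activation above a run cutoff, the mean activation of all tested compounds plus 3 SD, cut at about 14% in these data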;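 note: 0% = plate median of compound wells and 100% = 30 µM serotonin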
MC4R antag cAMP – antagonists of human melanocortin 4 receptor (MC4R). actives 0.48% (n = 360,000). AID 540295. inhibition, % at 6.5 µM. MC4R-expressing cells, MTII-stimulated cAMP, LANCE TR-FRET;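 active = inhibition above its plate's cutoff, the mean of tested wells on that plate plus 3 SD, cut at about 29% in these data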;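 note: 0% = Melanotan II alone and 100% = Melanotan II plus saturating MCL0020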
Target sequence (P32245 whole entry, looked up): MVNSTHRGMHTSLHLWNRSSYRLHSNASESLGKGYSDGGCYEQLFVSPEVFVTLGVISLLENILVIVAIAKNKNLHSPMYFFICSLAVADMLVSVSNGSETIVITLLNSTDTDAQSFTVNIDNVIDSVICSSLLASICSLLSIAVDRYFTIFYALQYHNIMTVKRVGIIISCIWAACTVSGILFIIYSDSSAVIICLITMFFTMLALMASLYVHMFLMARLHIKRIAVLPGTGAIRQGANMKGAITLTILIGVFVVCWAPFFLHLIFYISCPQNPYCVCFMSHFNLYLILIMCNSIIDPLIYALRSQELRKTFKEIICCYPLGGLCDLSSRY
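material = U2OS cells stably expressing human melanocortin 4 receptor (MC4R) | also added = Melanotan II challenge | dosing = single nominal compound dose of 6.5 µM | detection = TR-FRET with Eu-cAMP and labeled anti-cAMP, 671 nm | replication = singlicate | timing = compound 30 min, challenge 1 h, detection 1 h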
MC4R barr agon – activates human MC4R beta-arrestin recruitment; actives 0.98% (n = 360,000); P32245; activation, % at 8.9 µM; U2OS MC4R beta-arrestin complementation, luminescence; percent of melanotan II response, DMSO zero;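 active = activation above a per-plate cutoff, the mean activation of sample wells on that plate plus 3 SD, cut at about 8% in these data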
aDG glyco act – increases alpha dystroglycan glycosylation; Pro5-aDG cells, alpha-DG glycosylation AlphaScreen (IIH6); 0% Pro5, 100% B10-LARGE cell signal; activation, % at 10 µM; actives 0.22% (n = 360,000); AID 624168;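 active = activation of at least 8% versus controls, or a plate z-score of at least 8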;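 note: Pro5 are CHO cells carrying HIG-tagged alpha-DG that lacks glycosylation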
Glyco luc inh – blocks N-linked glycosylation in D54 reporter cells | D54 ERlucT glycosylation luciferase reporter, 24 h; percent of 100 nM tunicamycin response | reporter increase, % at 12.5 µM | actives 0.23% (n = 360,000) | AID 588692;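 active = mean luciferase reporter signal, scaled so untreated is 0 and the glycosylation-blocking control 100, at or above a set limit in every replicate; inconclusive = mean reaches the limit but not every replicate does; inactive = mean below the limit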;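 note: luciferase carries N-glycosylation sites so blocking glycosylation raises the light; 0% = median of neutral control wells and 100% = median of 100 nM tunicamycin wells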
ABCB6 inh MLPCN – blocks the human ABCB6 transporter. fluorescence ratio to DMSO, % at 10 µM. K562-ABCB6 porphyrin accumulation, flow cytometry, 1 h; stronger effect = lower value. AID 602162. actives 0.19% (n = 360,000);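 active = fluorescence ratio to DMSO below 75%, the collection mean minus 3 SD; inconclusive = too few cells collected in the well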;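 note: signal is porphyrin accumulated inside mitochondria; 100% equals median channel fluorescence of DMSO control wells; lower ratio means ABCB6 inhibition with less porphyrin fluorescence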
PDI turbidity – PDI (human) enzyme inhibition. PDI insulin aggregation turbidity, A650, 90 min. inhibition, % at 10 µM. actives 0.052% (n = 350,000). AID 588391;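 active = mean inhibition across replicates of 30% or more, whatever share of single replicates reach that level; inconclusive = mean inhibition below 30% while every single replicate reaches 30%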;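 note: absorbance from insulin aggregation driven by PDI reduction with DTT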
Target sequence (P07237 whole entry, looked up): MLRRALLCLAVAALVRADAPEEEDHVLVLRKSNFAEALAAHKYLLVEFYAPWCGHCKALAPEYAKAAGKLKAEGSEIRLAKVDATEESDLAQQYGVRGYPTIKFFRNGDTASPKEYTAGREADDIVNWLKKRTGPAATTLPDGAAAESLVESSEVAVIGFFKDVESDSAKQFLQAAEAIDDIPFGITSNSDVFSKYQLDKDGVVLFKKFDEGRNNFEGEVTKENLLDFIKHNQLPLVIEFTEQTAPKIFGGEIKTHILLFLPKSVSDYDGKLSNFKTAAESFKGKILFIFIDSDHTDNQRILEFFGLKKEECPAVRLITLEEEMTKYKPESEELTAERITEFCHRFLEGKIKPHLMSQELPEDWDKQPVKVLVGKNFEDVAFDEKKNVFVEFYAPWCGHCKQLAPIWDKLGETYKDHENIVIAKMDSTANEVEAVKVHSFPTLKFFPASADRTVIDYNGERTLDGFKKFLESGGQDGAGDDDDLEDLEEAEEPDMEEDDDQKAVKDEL
* marks the source's active call; other numbers are inactive results; u = inconclusive; x = no result given.

SMILES | Vif imaging | H9c2 protect | CaV13 FRET inh | HTR2A ag | MC4R antag cAMP | MC4R barr agon | aDG glyco act | Glyco luc inh | ABCB6 inh MLPCN | PDI turbidity
O=C(c1cn(CC2CCCCC2)nn1)N1CCN(c2ccc(F)cc2)CC1 | -4 | -5 | -15 | -1 | 15 | 0.9 | -0.2 | -1 | 94 | -2
Cc1ccc(S(=O)(=O)N2CCc3ccccc3C2CN2C(=O)c3ccccc3C2=O)cc1 (stereo not drawn) | x | 12 | x | -4 | 19 | 2.4 | 0.1 | -4 | 97 | -6
Cc1ccccc1-n1c(N)c(C(=O)Nc2ccc(F)cc2)sc1=S | -4 | 2 | -10 | 1 | 5 | 5.9 | 0.1 | -3 | 88 | 0
COc1cccc(NC(=O)COC(=O)c2ccccc2SCC(=O)N2CCCC2)c1 | 1 | 0 | -6 | 3 | -2 | -2.0 | 0.2 | -1 | 95 | -3
C/C(=C\c1cccc(Cl)c1Cl)C(=O)c1c(C)cc(C)[nH]c1=O | -3 | 0 | -2 | 1 | 0 | 1.1 | -0.1 | -3 | 102 | -1
CCOC(=O)C1=CCC2C(=O)N(CC)C(=O)C12 (stereo not drawn) | 7 | 7 | -4 | 0 | x | x | -0.3 | 4 | 99 | x
CSc1nnc(-c2sccc2OCc2ccccc2)n1C | 5 | -2 | -5 | -1 | 4 | -0.3 | 0.2 | u | 85 | -4
O=C(O)CCc1ccc(-c2ccc(F)cc2)n1NC(=O)c1ccco1 | 16 | 6 | -2 | -4 | 7 | -0.6 | 0.0 | 2 | 89 | -13
O=C(CSc1nc2c([nH]c3ccccc32)c(=O)n1-c1ccccc1F)NCC1CCCO1 (stereo not drawn) | -6 | 6 | -5 | -24 | -1 | -9.4 | -0.1 | 0 | 96 | 4
Cc1ccc(CSCC(=O)N2CCN(Cc3ccc4c(c3)OCO4)CC2)cc1 | -6 | -1 | x | 6 | 20 | 2.7 | 0.1 | -2 | 92 | 5

One compound at a time, from the list above. Order of values: Vif imaging | H9c2 protect | CaV13 FRET inh | HTR2A ag | MC4R antag cAMP | MC4R barr agon | aDG glyco act | Glyco luc inh | ABCB6 inh MLPCN | PDI turbidity
`CSc1nnc(-c2sccc2OCc2ccccc2)n1C` is listed with 5 | -2 | -5 | -1 | 4 | -0.3 | 0.2 | u | 85 | -4
`O=C(c1cn(CC2CCCCC2)nn1)N1CCN(c2ccc(F)cc2)CC1` is listed with -4 | -5 | -15 | -1 | 15 | 0.9 | -0.2 | -1 | 94 | -2
`CCOC(=O)C1=CCC2C(=O)N(CC)C(=O)C12` (stereo not drawn) is listed with 7 | 7 | -4 | 0 | x | x | -0.3 | 4 | 99 | x

Additional compounds:
SMILES | Vif imaging | H9c2 protect | CaV13 FRET inh | HTR2A ag | MC4R antag cAMP | MC4R barr agon | aDG glyco act | Glyco luc inh | ABCB6 inh MLPCN | PDI turbidity
CC1CCN(C(=O)C(C)c2ccc([N+](=O)[O-])cc2)CC1 (stereo not drawn) | 4 | 7 | -6 | 7 | 21 | -1.2 | -0.2 | -1 | 99 | 6
CN(CC(=O)Nc1cccc(F)c1)C(=O)c1ccc2c(=O)n3c(nc2c1)CCC3 | -13 | 1 | -5 | -9 | 10 | -4.2 | -0.2 | 1 | 104 | 2
C/C(=N\O)C(=O)NCc1ccncc1 | 2 | 3 | x | -1 | 7 | 1.1 | -0.1 | 2 | 94 | -12
CC(=O)Nc1cccc(NC(=O)CSc2nc3c(c(=O)n(C)c(=O)n3C)n2C)c1 | -3 | 2 | -2 | -1 | 4 | 1.6 | -0.3 | 5 | 167 | -5
Cc1c(C(N)=O)sc2ncn(CC(=O)N(C)C3CCCCC3)c(=O)c12 | 0 | 0 | -7 | -4 | 15 | 3.4 | 0.1 | -1 | 101 | 1
O=C(/C=C\Nc1ccc(S(=O)(=O)Nc2ncccn2)cc1)c1cccc2ccccc12 | -10 | -4 | -5 | 1 | 8 | 1.4 | 0.2 | 2 | 98 | -16
COc1ccc(C(c2sc3ncnn3c2O)N2CCN(c3ccccc3F)CC2)cc1OC (stereo not drawn) | x | -10 | -4 | -2 | -8 | -0.5 | 0.1 | -1 | 105 | x
O=C(O)CCCNC(=O)c1cncc(Br)c1 | 16 | 10 | -5 | 8 | 5 | 1.9 | 0.2 | 2 | 91 | 3
Cc1nc2ccc(S(=O)(=O)NC(C(=O)NCc3ccc4c(c3)OCO4)C(C)C)cc2s1 (stereo not drawn) | 6 | 4 | 7 | -3 | 9 | 0.9 | 0.1 | 0 | 102 | -2
CN(N)c1ccc2c(C(F)(F)F)cc(C(F)(F)F)nc2n1 | -2 | -5 | 0 | 0 | 17 | 0.4 | 0.2 | 2 | 95 | -6

Structures from the list above that have a COOH group:
SMILES | Vif imaging | H9c2 protect | CaV13 FRET inh | HTR2A ag | MC4R antag cAMP | MC4R barr agon | aDG glyco act | Glyco luc inh | ABCB6 inh MLPCN | PDI turbidity
O=C(O)CCc1ccc(-c2ccc(F)cc2)n1NC(=O)c1ccco1 | 16 | 6 | -2 | -4 | 7 | -0.6 | 0.0 | 2 | 89 | -13
O=C(O)CCCNC(=O)c1cncc(Br)c1 | 16 | 10 | -5 | 8 | 5 | 1.9 | 0.2 | 2 | 91 | 3

Next section.
SMILES | Vif imaging | H9c2 protect | CaV13 FRET inh | HTR2A ag | MC4R antag cAMP | MC4R barr agon | aDG glyco act | Glyco luc inh | ABCB6 inh MLPCN | PDI turbidity
Cc1cc(C)cc(N(CC(=O)NC(C)(C)C)C(=O)CNC(=O)c2cccs2)c1 | -4 | 1 | -4 | 2 | 2 | -3.3 | -0.4 | -1 | 106 | -6
CCOc1ccccc1NC1=NCC(=O)N1Cc1ccc(F)cc1 | 0 | 11 | -9 | 0 | -2 | -1.6 | 0.3 | 0 | 96 | -9
CN(Cc1ccc(C(C)(C)C)cc1)C(=O)C1CSC2(C)CCC(=O)N12 (stereo not drawn) | 3 | -6 | -6 | -5 | 6 | -1.1 | -0.2 | -1 | 99 | -6
COc1ccc(CNC(=O)C(c2ccco2)N(C(=O)Cc2cccs2)c2cccnc2)cc1 (stereo not drawn) | -3 | 0 | -5 | -4 | 14 | -2.4 | 0.1 | -1 | 105 | -1
CN(CC(=O)Nc1ccc(F)c(F)c1F)C(=O)/C=C/c1ccco1 | 7 | 4 | -7 | 5 | -2 | -1.8 | 0.5 | 3 | 91 | 7
CCN(C(=O)Cn1c(=O)n(-c2cc(OC)c(OC)c(OC)c2)c(=O)c2ccccc21)c1cccc(C)c1 | 2 | -6 | 0 | -2 | 4 | -2.7 | 0.1 | -2 | 97 | -2
COC(=O)c1cccc(NC(=O)CC2C(=O)NCCN2C(=O)Nc2ccccc2)c1 (stereo not drawn) | 6 | 11 | -3 | 1 | 15 | -1.0 | 0.1 | 2 | 97 | 1
CCN1CCN(c2ncnc3sc(C(=O)Nc4ccccc4F)c(C)c23)CC1 | 3 | 8 | -7 | 0 | 9 | 1.9 | -0.3 | -2 | 100 | 0
Cc1cccc(-c2noc(CSc3ccccc3)n2)c1 | -1 | -2 | -5 | 0 | 2 | -0.1 | 0.0 | -1 | 84 | 0
CN1/C(=C\C=Nc2cc(S(=O)(=O)N3CCOCC3)ccc2N2CCOCC2)C(C)(C)c2ccccc21 | -2 | -7 | -5 | 6 | 8 | -1.7 | 0.0 | 2 | 136 | -9
O=C(/C=C/c1cccc(Oc2ccccc2)c1)N1CCOCC1 | x | -3 | -3 | -1 | -3 | 0.2 | -0.4 | -4 | 95 | -2
COC(=O)C(C)Sc1ccc2nnc(-c3ccccc3)n2n1 (stereo not drawn) | x | 15 | -17 | 4 | 3 | 1.8 | 0.3 | 2 | 99 | -6
CC(=O)OC1C(OC(C)=O)N(C(C)=O)C(=O)N1C(C)=O (stereo not drawn) | 6 | 2 | x | 0 | 10 | 0.4 | -0.1 | 2 | 95 | 10
CCCCS(=O)(=O)Nc1ccc2cn[nH]c2c1 | -3 | -4 | -6 | -3 | 9 | -0.2 | -0.2 | 5 | 98 | 0
O=C(Cn1ccc2cc(S(=O)(=O)N3CCCC3)ccc21)NCc1ccco1 | -5 | -2 | -2 | 3 | 5 | -1.3 | -0.3 | 1 | 100 | 8
COc1ccc(-c2cc3cccc(OC)c3oc2=O)cc1 | -10 | -14 | -22 | -1 | -4 | -0.9 | 0.0 | -16 | 94 | -1
COc1ccc([C@@H]2[C@@H]3C(=O)N(C(C)(C)C)C(=O)[C@@H]3[C@]3(Cc4ccc(Cl)cc4)C(=O)N(c4cccc(Br)c4)C(=O)N23)cc1 | 8 | -5 | -4 | -1 | 2 | 3.2 | 0.4 | 3 | 96 | -6
CCC(=O)c1ccccc1OCCCCn1cncn1 | 8 | -2 | 3 | 2 | 1 | -2.5 | 0.0 | 1 | 96 | 7
CC1CCc2cc(F)ccc2N1S(=O)(=O)c1ccc(F)cc1 (stereo not drawn) | -2 | -7 | -5 | 2 | 3 | 0.6 | 0.5 | -2 | 100 | 1
c1ccn2c(c1)nc1c2nc2ccccn21 | 10 | 0 | -3 | -2 | -16 | -0.9 | -0.1 | 4 | 97 | 9
COc1cccc(NC(=O)[C@H](Cc2ccccc2)NC(=O)[C@@H]2Cc3ccccc3CN2)c1 | 0 | -1 | -7 | 0 | 14 | -0.1 | 0.1 | -3 | 96 | 4
Cc1ccc(S(=O)(=O)N2CC(C(=O)O)=CC[C@H]2c2ccc(Cl)cc2)cc1 | 1 | 9 | -5 | -5 | 4 | 0.1 | -0.2 | 0 | 103 | 1
CC(=O)Nc1ccc(S(=O)(=O)Nc2nnc(Cc3ccc(Cl)cc3)s2)cc1 | 2 | -2 | -6 | 11 | -4 | 0.9 | -0.3 | -1 | 102 | -4
O=C(Nc1ccc(Cl)c(Cl)c1)NC1CCS(=O)(=O)C1 (stereo not drawn) | 7 | 2 | -7 | -3 | -7 | -0.7 | -0.1 | -1 | 83 | -12
COc1ccc(C(=O)OCCc2cc3ccccc3c(=O)o2)cc1 | -7 | -19 | -3 | 4 | 2 | -1.6 | 0.0 | -3 | 97 | -8
O=C(CSc1nc2ccccc2c(=O)n1Cc1ccc(Cl)cc1)NCc1cccs1 | -4 | 2 | -7 | 1 | -6 | 0.0 | -0.1 | 1 | 94 | -8
CCOc1ccc(C(=O)Nc2c3c(nn2C(C)(C)C)CSC3)cc1OCC | -6 | 0 | -3 | -2 | 0 | -1.7 | -0.2 | -3 | 101 | -1
COc1ccc(/C=C2\C(=O)NCC(=O)N2C)cc1 | -6 | 2 | -4 | 3 | -1 | -1.6 | 0.0 | 1 | 414 | 1
